Bioassay records (PubChem)
FXN GAA850 act – increases GAA850 frataxin promoter reporter activity | 0.56% of 360,000 active | activation, % at 6 µM | HEK293 lucGAA850 FXN promoter luciferase reporter, 24 h; percent of 10 µM SAHA response;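 active = activation above the average of all compounds screened plus 3 SD, cutoff fixed separately per campaign, cut at about 7.5% in these data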;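 also: 0% = DMSO wells and 100% = 10 µM SAHA wells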
sPLA2-III inh – Blocks human group III sPLA2 activity. QFRET BODIPY PC-A2 liposome hydrolysis, fluorescence. Q9NZ20. 0.56% of 370,000 active. inhibition, % at 12.2 µM;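 active = inhibition above mean plus 3 SD of compounds lying within the high and low control bounds, cut at about 19% in these data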;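 also: 0% = median of test compound wells and 100% = no enzyme DMSO wells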
DAX1 inh-1 – inhibits human nuclear receptor DAX1. P51843. AID 504766. inhibition, % at 6.75 µM. HEK293 Gal4-DAX1 luciferase reporter, luminescence. 0.99% of 340,000 active;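 active = inhibition above the mean over all tested compounds plus 3 SD, cut at about 4.2% in these data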;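 also: 0% = DAX1-transfected cells with DMSO and 100% = empty-vector control cells with DMSO; inhibition shows as a rise in luminescence from relieved DAX1 repression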
hcDAF-12 act – H. contortus DAF-12 activation, primary screen. 1.4% of 370,000 active. activation, % at 6.8 µM. AID 652067. HEK293 hcDAF-12 lit1-tk-luc reporter, luminescence; 0% DMSO, 100% Δ7-dafachronic acid;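 active = activation above the mean of all tested compounds plus 3 SD, cut at about 5.5% in these data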;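 also: 100% = response to 3 µM Δ7-dafachronic acid high control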
hgDAF12 agonist – activates the H. glycines DAF-12 receptor ligand-binding domain. AID 687014. activation, % at 6.8 µM. HEK293 GAL4-hgDAF12 UAS-luciferase reporter, agonist luminescence; normalized to butyrate control. 1.8% of 370,000 active;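 active = activation above a cutoff set at the mean of all screened compounds plus 3 SD, cut at about 10% in these data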;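 also: 0% = DMSO wells and 100% = sodium butyrate wells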
NPR1 activator – GC-A (human) enzyme activation. 0.14% of 370,000 active. activation, % at 10 µM. HEK293 GC-A cells, cGMP TR-FRET, EC30 ANP; 0% at EC30 ANP, 100% saturating ANP; in the data active = activation above about 40%
Target sequence (P16066 whole entry, looked up): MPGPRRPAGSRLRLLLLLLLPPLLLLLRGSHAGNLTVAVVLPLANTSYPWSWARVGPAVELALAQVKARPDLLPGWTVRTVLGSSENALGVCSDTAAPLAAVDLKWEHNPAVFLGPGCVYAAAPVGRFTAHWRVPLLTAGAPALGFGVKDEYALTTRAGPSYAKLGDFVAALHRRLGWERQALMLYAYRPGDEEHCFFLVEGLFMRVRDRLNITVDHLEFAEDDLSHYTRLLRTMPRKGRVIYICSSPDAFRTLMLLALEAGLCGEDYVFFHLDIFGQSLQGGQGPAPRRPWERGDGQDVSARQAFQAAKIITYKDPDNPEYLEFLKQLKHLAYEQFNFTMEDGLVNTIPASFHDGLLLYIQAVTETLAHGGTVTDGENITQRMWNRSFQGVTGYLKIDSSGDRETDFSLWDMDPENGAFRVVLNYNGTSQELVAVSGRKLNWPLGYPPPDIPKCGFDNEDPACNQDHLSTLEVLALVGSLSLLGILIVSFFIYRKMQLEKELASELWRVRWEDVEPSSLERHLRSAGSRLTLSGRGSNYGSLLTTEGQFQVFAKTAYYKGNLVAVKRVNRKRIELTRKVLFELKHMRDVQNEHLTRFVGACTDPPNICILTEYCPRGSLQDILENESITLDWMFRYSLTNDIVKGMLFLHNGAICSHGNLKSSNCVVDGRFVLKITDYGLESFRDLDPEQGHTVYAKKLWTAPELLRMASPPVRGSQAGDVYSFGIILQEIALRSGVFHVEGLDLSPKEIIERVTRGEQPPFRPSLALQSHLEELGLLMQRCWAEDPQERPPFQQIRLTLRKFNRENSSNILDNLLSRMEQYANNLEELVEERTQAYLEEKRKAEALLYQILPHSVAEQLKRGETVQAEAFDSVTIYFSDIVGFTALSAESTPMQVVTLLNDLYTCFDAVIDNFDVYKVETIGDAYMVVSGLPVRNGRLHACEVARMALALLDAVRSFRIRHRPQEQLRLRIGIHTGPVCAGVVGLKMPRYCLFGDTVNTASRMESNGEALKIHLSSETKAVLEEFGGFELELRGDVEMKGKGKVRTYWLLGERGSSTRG
DAX1 inh-2 – inhibitors of DAX1 repression of SF-1 activated StAR promoter; HEK293T StAR-luciferase reporter, SF-1/DAX-1 repression relief; inhibition, % at 6.8 µM; 1.1% of 370,000 active; AID 652010;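 active = inhibition above the mean over all tested compounds plus 3 SD, cut at about 3.6% in these data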;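 also: 0% = DAX-1 cells with DMSO and 100% = cells lacking DAX-1 with DMSO; higher inhibition means more luminescence from relief of DAX-1 repression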
SMARCA2 activ – increases SMARCA2 function in MMTV reporter cells. MG213 cells, MMTV-luciferase reporter, dexamethasone, overnight. activation, % at 9.1 µM. 1% of 370,000 active; in the data active = activation above about 7.8%;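 also: 0% = vehicle wells and 100% = reference activator wells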
ssDAF12 agonist – S. stercoralis DAF-12 activation, primary screen; HEK293 ssDAF-12/GRIP1 lit1-tk-luc reporter, luminescence; % of 3 µM dafachronic acid response; activation, % at 6.8 µM; 1% of 370,000 active; AID 652126;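 active = activation above the mean over all tested compounds plus 3 SD, cut at about 0.9% in these data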;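 also: 0% = DMSO-only wells and 100% = 3 µM delta7-dafachronic acid wells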
ADAM10 inh – ADAM10 inhibition, QFRET primary screen; recombinant ADAM10, EDANS/DABCYL FRET peptide cleavage, 3 h; inhibition, % at 7 µM; 0.62% of 370,000 active;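 active = inhibition above a per-campaign cutoff equal to the mean of compounds falling between control-based bounds plus 3 SD, cut at about 20% in these data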;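 also: 0% = DMSO wells while the 100% control is not disclosed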
NPR2 activator – GC-B (human) receptor activation. 0.11% of 370,000 active. HEK293-GC-B cells, CNP EC30, cGMP TR-FRET; 0% at EC30 CNP, 100% saturating CNP. activation, % at 10 µM. AID 1920062. P20594;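 active = activation at 10 µM reaching about 35% in either raw or pattern-adjusted values, limit read from the data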
* marks the source's active call; other numbers are inactive results; i = inactive; · = not tested or not shown.

SMILES | FXN GAA850 act | sPLA2-III inh | DAX1 inh-1 | hcDAF-12 act | hgDAF12 agonist | NPR1 activator | DAX1 inh-2 | SMARCA2 activ | ssDAF12 agonist | ADAM10 inh | NPR2 activator
COc1cc(C(O)c2nc(/C=C/c3ccccc3)cs2)ccc1F (stereo unspecified) | 0.5 | -34 | · | -2.0 | -2.0 | 5 | 0.1 | -6 | -1.7 | 42* | 4
CC1CCC2(CC1)NC(=O)N(CC(=O)Nc1cccc(S(=O)(=O)N3CCCC3)c1)C2=O (stereo unspecified) | 1.7 | -1 | -0.1 | -2.8 | -4.2 | 1 | 0.2 | -3 | -1.2 | 0 | 3
CCS(=O)(=O)N1CCCC(C(=O)N2CCc3ccccc3C2)C1 (stereo unspecified) | -2.2 | 6 | 1.2 | 0.1 | 0.6 | 5 | 0.9 | 0 | -1.0 | 1 | 1
COC(=O)C(O)(CC(=O)Nc1cccc(SC)c1)C(F)(F)F (stereo unspecified) | 1.1 | -2 | -1.1 | -1.0 | 0.9 | -1 | 0.1 | 0 | -1.5 | -8 | 1
CC1(C(=O)NS(=O)(=O)c2cccc(Cl)c2)CCN1C(=O)C1CCCCC1 (stereo unspecified) | -0.7 | 2 | · | -1.1 | 6.8 | -1 | -0.2 | -2 | -1.6 | -15 | -4
Cc1cccc(C)c1NC(=S)N/N=C/c1ccc(C(=O)O)cc1 | 1.7 | 6 | -1.6 | 2.1 | -2.7 | -1 | 0.8 | 0 | -0.6 | 12 | -6
Nc1nnc(CC(=O)N/N=C/c2ccc([N+](=O)[O-])cc2)s1 | 0.5 | -14 | 0.7 | 0.5 | -0.7 | 3 | 0.2 | 1 | -1.2 | 1 | -2
Cc1ccc2cc3cc(C(=O)NCCCN4CCCC4)oc3nc2c1 | 1.9 | 2 | 1.0 | -1.3 | 1.1 | -3 | 1.4 | -1 | -1.0 | i | -1
CSc1ccc(S(=O)(=O)N2CCC(C(=O)NCCN3CCOCC3)CC2)cc1 | -0.2 | 3 | 0.5 | 0.2 | 0.9 | 2 | -0.1 | -1 | -1.3 | 1 | 3
CO/N=C(/CS(=O)(=O)c1ccc(C)cc1)c1ccc(OC)cc1 | 2.4 | -7 | 0.1 | -0.1 | -3.5 | 0 | -0.1 | -1 | -1.0 | 14 | -4
CCOC(=O)N1CCN(Cc2nc3ccc([N+](=O)[O-])cc3c(=O)n2-c2cccc(OC)c2)CC1 | -5.2 | -1 | -1.1 | 3.6 | 1.4 | 6 | -0.6 | 3 | -0.6 | 0 | 5
Cc1noc(C)c1CSCC(=O)Nc1nc2c(F)cc(F)cc2s1 | 2.9 | -8 | -0.8 | 1.5 | 0.1 | 29 | 1.4 | -1 | -0.4 | -9 | -3

Rewritten as comma-separated lines: entries from further up
Compound,FXN GAA850 act,sPLA2-III inh,DAX1 inh-1,hcDAF-12 act,hgDAF12 agonist,NPR1 activator,DAX1 inh-2,SMARCA2 activ,ssDAF12 agonist,ADAM10 inh,NPR2 activator
Cc1cccc(C)c1NC(=S)N/N=C/c1ccc(C(=O)O)cc1,1.7,6,-1.6,2.1,-2.7,-1,0.8,0,-0.6,12,-6
Nc1nnc(CC(=O)N/N=C/c2ccc([N+](=O)[O-])cc2)s1,0.5,-14,0.7,0.5,-0.7,3,0.2,1,-1.2,1,-2
Cc1ccc2cc3cc(C(=O)NCCCN4CCCC4)oc3nc2c1,1.9,2,1.0,-1.3,1.1,-3,1.4,-1,-1.0,i,-1

New compounds follow
SMILES | FXN GAA850 act | sPLA2-III inh | DAX1 inh-1 | hcDAF-12 act | hgDAF12 agonist | NPR1 activator | DAX1 inh-2 | SMARCA2 activ | ssDAF12 agonist | ADAM10 inh | NPR2 activator
NC1(C(=O)O)CSSC1 | 9.8* | -2 | -0.1 | 0.8 | 3.8 | 4 | 0.4 | 1 | -1.0 | -2 | 9
Cc1ccc(S(=O)(=O)Nc2nonc2C)cc1 | 1.6 | 3 | 3.0 | 0.4 | -0.1 | 1 | 0.0 | 0 | -1.5 | -1 | 2
CC1CCCC(C)N1C(=S)SCC(=O)O (stereo unspecified) | -0.9 | 3 | 2.5 | -1.6 | -3.4 | 0 | 0.3 | -2 | -1.4 | -1 | -1
CC(c1ccc(F)cc1)n1cc(S(=O)(=O)N2CCCC2)ccc1=O (stereo unspecified) | -0.4 | 3 | 1.1 | -1.1 | 0.6 | -1 | -0.7 | -1 | -0.5 | 0 | 2
CCNc1nnc(SCC(=O)N2c3ccccc3NC(=O)CC2C)s1 (stereo unspecified) | -0.2 | 5 | 0.8 | 0.0 | 0.5 | 4 | -0.5 | -2 | -1.1 | -6 | -1
Cc1nn(-c2ccccc2)c(Cl)c1C(=O)N1CCN(C)CC1 | -0.8 | 3 | 9.1* | 0.5 | 1.6 | 1 | -0.8 | -1 | -0.8 | -9 | 2
COC(=O)c1c(SCC(=O)NC2CCCCC2)[nH]c2ccccc2c1=O | 2.8 | 0 | -0.2 | 1.3 | 0.0 | 2 | 1.0 | 5 | -1.0 | -28 | -3
CCn1c(C)cc(/C=C2/NC(=O)N(Cc3ccccc3F)C2=O)c1C | 3.4 | -8 | -0.9 | -0.7 | -1.1 | 15 | 0.4 | 0 | -1.3 | -41 | 18
CN(C(=O)Cn1cc(C(F)(F)F)cc(Cl)c1=O)C1CCS(=O)(=O)C1 (stereo unspecified) | -0.9 | 15 | -0.8 | -1.9 | 3.5 | -1 | 1.6 | -3 | -0.5 | 3 | -7
CC(C)(C)c1ccc(OCC(O)CSc2ncn[nH]2)cc1 (stereo unspecified) | -4.9 | -43 | -0.1 | 1.2 | 3.2 | 6 | 2.5 | -2 | -1.8 | 0 | -4
COCCSc1ccccc1C(=O)Nc1nncs1 | -1.3 | -1 | 0.4 | -0.4 | -0.5 | 2 | 1.2 | -2 | -1.4 | 11 | 4
CS(=O)(=O)c1ccc(Cl)c(NC(=O)CCc2ccccc2)c1 | 0.8 | -2 | 0.2 | -0.8 | 1.2 | 3 | 0.1 | 1 | -1.6 | -2 | 1
COc1ccc(C(C(=O)NCCC(C)C)N(CCN2CCOCC2)C(=O)Cn2nnc3ccccc32)c(OC)c1 (stereo unspecified) | 0.1 | 0 | -0.5 | -0.2 | -2.6 | -3 | -0.1 | -3 | -0.6 | -1 | -3
CC(N=c1ccccn1C(=O)Nc1cccc(C(F)(F)F)c1)c1ccco1 (stereo unspecified) | 0.8 | -1 | 1.1 | -1.4 | -1.5 | -5 | -0.7 | -2 | -1.7 | 0 | -2
CCC(=O)OCC(=O)Nc1ncc(C(F)(F)F)cc1Cl | 0.2 | 1 | 0.6 | -0.4 | 0.9 | -1 | 0.3 | -3 | -1.2 | -2 | 1
CCOC(=O)c1c(-c2cccs2)csc1NC(=O)CCCC(=O)O | -0.8 | -4 | 0.5 | -0.4 | -1.2 | -1 | -0.6 | 0 | -1.4 | -5 | -5
O=S(=O)(Nc1nc(-c2ccco2)c(-c2ccco2)s1)c1ccc(F)cc1F | 0.5 | -5 | 0.8 | 0.8 | 2.5 | 0 | -0.6 | 2 | -1.2 | -24 | -5
Nc1ncn(C(=O)c2ccco2)n1 | 2.5 | -1 | -0.5 | -1.3 | -0.2 | 2 | -0.3 | -2 | -1.1 | 0 | 2
COc1cccc(C(=O)n2ccc3ccc(-c4ccc5ccn(Cc6ccc(C#N)cc6)c5c4)cc32)c1 | · | 1 | · | -0.1 | 3.0 | -1 | -1.1 | -2 | -1.3 | -20 | 4
CC(C)(CO)NCc1cccc(OCc2ccc(Cl)cc2)c1 | 3.9 | -10 | 0.0 | -0.3 | 2.4 | 3 | 0.2 | 0 | -0.3 | 0 | 6
Cc1cc(C)cc(OC(=O)CN2C(=O)c3ccccc3C2=O)c1 | 1.2 | 1 | 0.0 | -1.6 | 0.3 | -1 | 0.0 | 0 | -1.3 | 2 | -1
Cc1cc(C)n(-c2nc3ccccc3nc2N2CCOCC2)n1 | 0.0 | 7 | 0.5 | 1.4 | 0.1 | 1 | 1.1 | -4 | -0.9 | -7 | 3
O=C(/C=C/c1ccccc1Cl)N1CCN(c2ncccn2)CC1 | 2.5 | -3 | -0.9 | -2.9 | 0.3 | 0 | -0.5 | 0 | -1.2 | 2 | -3
O=C(NCCc1ccccc1)c1ccc([N+](=O)[O-])cc1 | -0.3 | 4 | -1.7 | 5.6 | 10 | -4 | 5.3* | 1 | 0.6 | 2 | -2
Cc1ccc(C2CC(c3ccco3)n3nc(N)nc3N2)cc1 (stereo unspecified) | 0.1 | 2 | 1.4 | 2.3 | 1.1 | 0 | -0.5 | 2 | -1.5 | -444 | -11
COC(=O)CCCCCN1C(=O)/C(=C\c2ccncc2)SC1=S | -1.0 | -20 | 0.5 | -1.5 | 0.4 | -40 | 0.1 | 2 | -1.9 | 5 | -27
COc1ccc(CNC(=O)c2c(O)c3cccc4c3n(c2=O)CCC4)cc1OC | -0.8 | -2 | 2.1 | -1.3 | 1.1 | -4 | 1.0 | 0 | -1.2 | -2 | -5
COc1cc(OC)cc(C(=O)OCc2cc3ccccc3[nH]c2=O)c1 | -0.9 | -2 | -0.1 | 0.6 | -1.0 | 0 | 0.4 | -3 | -0.8 | -1 | -12
Cc1onc(C(=O)NN)c1C(=O)N1CCN(C(c2ccccc2)c2ccccc2)CC1 | 1.4 | -17 | -0.3 | -1.0 | -0.1 | -4 | 0.0 | -2 | -1.6 | 1 | -4
Cc1sc2nc(C(C)C)nc(SCC(=O)NC3CC3)c2c1C | -2.1 | -2 | -0.8 | 0.9 | -0.8 | -4 | 0.3 | 5 | -0.9 | -6 | -4
Cc1c(-c2cccs2)[n+](=O)c2c(n1[O-])CCCC2 | 0.4 | 6 | 1.2 | -1.0 | -0.8 | 1 | -0.9 | -6 | -1.0 | -6 | 5
CCOc1ccc(S(=O)(=O)N2CCC(C(=O)NC3CCCCC3)CC2)cc1 | 0.6 | 1 | 0.2 | -1.2 | -3.9 | 2 | -0.3 | 0 | -0.2 | 10 | 2
NC(=S)N1OC[C@@H]2COc3ccc4ccccc4c3[C@@H]21 | -1.6 | -1 | 1.3 | 2.6 | 21* | 4 | -1.4 | 3 | -0.8 | 2 | -4
C/C(N)=C(/C#N)C(=O)CSc1nc2cc(Cl)ccc2s1 | 3.1 | -13 | -0.7 | 1.3 | 6.6 | 3 | -0.3 | -1 | -1.4 | -3 | -7
Cc1ccc(CN2CC(C(=O)N3CCN(S(=O)(=O)c4c(F)cccc4F)CC3)CC2=O)cc1 (stereo unspecified) | -2.3 | -1 | -1.3 | -0.8 | 0.8 | 1 | -0.8 | 1 | -0.1 | 4 | 2
CC(C)C[C@H]1COc2cc(Br)ccc2S(=O)(=O)N1Cc1cn(Cc2ccc(F)cc2)nn1 | · | 1 | · | -0.1 | 3.8 | 1 | 0.8 | 0 | -0.6 | -4 | 7
CSc1nsc(SCC(=O)NCc2ccc(C)cc2)n1 | -0.6 | 1 | -0.3 | 2.7 | 0.0 | 0 | -0.6 | 0 | 0.5 | 5 | -3
Cc1ccc(C)c(S(=O)(=O)N2CCN(C(=O)CN3C(=O)C4CC=CCC4C3=O)CC2)c1 (stereo unspecified) | 0.2 | 3 | 0.3 | -0.1 | -1.4 | 0 | 0.0 | -1 | -0.5 | -2 | -2
